# Abeta yeast res: qHTS for compounds that reverse cellular toxicity of Amyloid beta (A-beta) peptide in yeast: Primary Screen; yeast expressing A-beta42, growth rescue, OD600, 48 h; response scale: 0% DMSO, 100% iron-clioquinol control; Potency, µM (highest dose often 46.1 µM), for the others: at the highest dose growth rescue, most hits filed as activators; 0.063% of 410,000 active; AID 1347071, 2019; further: potency means the concentration at half of the fitted maximal effect; nearly all actives have a fitted effect of over 55% in size
#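 Yeast growth medium received pinned compounds, then yeast cells expressing toxic A-beta were added; plates incubated at 30 C for 48 hr. Growth read as absorbance at 600 nm, normalized to DMSO and equimolar FeCl3 plus clioquinol controls.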
# aSyn yeast inh: qHTS of alpha-syn Inhibitors; Potency, µM (highest dose often 46.1 µM), inactives show top-dose growth rescue (activation), actives largely listed as activators; 0.14% of 370,000 active; Yeast expressing alpha-synuclein, growth rescue, BacTiter-Glo, 24 h; further: potency means the concentration at half of the fitted maximal effect; % of control where 0% means no effect; nearly all actives have a fitted effect of over 65% in size
#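 Readout is rescue of growth in alpha-synuclein-expressing yeast, so inhibitors of toxicity appear as activators. Growth after 24 hr at 30 deg C in galactose medium is quantified by luminescence.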
# D3 antag: qHTS of D3 Dopamine Receptor Antagonist: qHTS; D(3) dopamine receptor (Homo sapiens), P35462; D3R cells, DiscoveRx beta-arrestin luminescence, antagonist mode; active compounds read low; max response, negative = inhibition, %; 2.5% of 360,000 active; in the data active means max response below about -50%; inconclusive means no clear call, values can overlap the other calls; further: on the % scale 0 is the no-effect control and ±100 the full control effect; mostly tested at two doses, the higher about 12 µM
# Target sequence (P35462 whole entry, looked up): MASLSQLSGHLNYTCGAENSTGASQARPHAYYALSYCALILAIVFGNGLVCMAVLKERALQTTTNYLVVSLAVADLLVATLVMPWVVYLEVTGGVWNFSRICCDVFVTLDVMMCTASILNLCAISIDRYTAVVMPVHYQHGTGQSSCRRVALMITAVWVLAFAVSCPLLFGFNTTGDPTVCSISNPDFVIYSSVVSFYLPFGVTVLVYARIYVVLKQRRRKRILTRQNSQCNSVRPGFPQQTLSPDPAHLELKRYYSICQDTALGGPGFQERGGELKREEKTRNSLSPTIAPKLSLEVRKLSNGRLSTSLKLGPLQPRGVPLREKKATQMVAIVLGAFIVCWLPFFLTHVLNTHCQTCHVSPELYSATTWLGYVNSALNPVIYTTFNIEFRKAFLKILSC
#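 Cells expressing the human receptor were seeded at 1500 cells/well, incubated overnight at 37 degrees C in 5% CO2, then exposed to library compounds with dopamine controls for 90 minutes at 37 degrees C before luminescent detection.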
# DRD3 agonist: qHTS of D3 Dopamine Receptor Agonist: qHTS; D3R DiscoveRx beta-arrestin cells, luminescence, 90 min; max activation, %; 0.58% of 410,000 active; AID 652048, 2013; in the data active means max activation above about 30%; further: 0% is about no effect; mostly tested at two doses, the higher about 12 µM
#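 Agonist mode: compounds and dopamine controls were applied to plated cells for 90 min at 37 degrees C after an overnight attachment at 1500 cells/well. Luminescent read-out followed 30 - 60 minutes at room temperature with DiscoveRx detection reagent.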
# FUS yeast rescue: qHTS for Suppressors of FUS Proteinopathy: Primary screen using FUS-linked yeast assay; Potency, µM (doses to about 76.6 µM), for the others: at the top dose growth rescue (activation), hits mostly activators; 0.24% of 390,000 active; S. cerevisiae FUS-expressing, growth rescue, OD600, 24 h;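 further: potency means the concentration at half of the fitted maximal effect; plate controls were DMSO vehicle for no effect and reference control for full effect; nearly all actives have a fitted effect of over 55% in size; some results filed as inactive show a strong effect at the top dose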
#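 Cultures pregrown in 2.5% raffinose medium are shifted to minimal medium containing 2% galactose to express toxic FUS. Compounds are tested at several concentrations. After 24hr at 30C, growth is quantified at 600 nm absorbance.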
# TDP-43 yeast inh: qHTS of TDP-43 Inhibitors; Potency, µM (titrated, usually from 46.1 µM), without a hit: at the highest dose growth rescue (activation), most hits filed as activators; 1.8% of 410,000 active; TDP-43 expressing yeast growth rescue, BacTiter-Glo, 24 h; further: potency means the concentration at half of the fitted maximal effect; % of control where 0% means no effect; nearly all actives have a fitted effect of over 50% in size
#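 Growth rescue of TDP-43-toxic yeast measured as ATP luminescence (BacTiter-Glo). Cells grown to mid-log in raffinose, induced in galactose at OD600=0.02, exposed to compound 24 hr at 30 deg C.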
# EPAC2 antagonist: qHTS for Antagonist of cAMP-regulated guanine nucleotide exchange factor 2 (EPAC2): primary screen; Rap guanine nucleotide exchange factor 4 (Homo sapiens), Q8WZA2; EPAC2 GEF exchange of Rap1B-BODIPY-GDP, fluorescence; Potency, µM (titrated, usually from 114 µM), for inactives: at the top dose activity, negative = inhibition, usual class: inhibitors; 0.18% of 360,000 active; AID 720708, 2013; further: potency means the concentration at half of the fitted maximal effect; on the % scale 0 is the no-effect control and ±100 the full control effect; nearly all actives have a fitted effect of over 45% in size; many of its hits are not listed in these tables
# EPAC2 ag: qHTS for Agonist of cAMP-regulated guanine nucleotide exchange factor 4 (EPAC2): primary screen; 0.079% of 360,000 active; EPAC2 activation, biochemical qHTS; response scale: 100% = 6.5 mM cAMP response; AID 720711, 2013; Potency, µM (highest dose often 154 µM), for the others: at the highest dose activation, hits mostly activators; Rap guanine nucleotide exchange factor 4 (Homo sapiens), Q8WZA2; further: potency means the concentration at half of the fitted maximal effect; nearly all actives have a fitted effect of over 50% in size
#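 Guanine nucleotide exchange by EPAC2 is measured as reduced fluorescence of BODIPY-GDP once it is released from 250 nM Rap1B. Plates are read kinetically for 30 min at room temperature; results are scaled to 6.5 mM cAMP.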
# * = called active by the depositor; ? = inconclusive; · = no result given; [ ] = remark or other dose. Unless noted, the call rests on the fitted dose curve; in most records, active means well fitted curve in the direction sought with a large enough effect; inconclusive means small, poorly fitted or top-dose-only effect, or another doubt; inactive means no such curve, though single readings can be large; an effect the other way counts as inactive or inconclusive. Not all compounds are listed; count on the stated rates, not on these rows.
Molecule	FUS yeast rescue	D3 antag	EPAC2 antagonist	DRD3 agonist	Abeta yeast res	TDP-43 yeast inh	EPAC2 ag	aSyn yeast inh
CCN(CC(=O)Nc1c(F)cccc1F)C(=O)Cc1c[nH]c2ccccc12	-9.4%	?	-2.3%	-1.9	-2.2%	18.5%	2.8%	-0.4%
Cc1cccn2c(=O)c(C=O)c(N3CCCCC3)nc12	9.9%	3.9	-28.0%	4.0	-11.6%	-2.0%	11.5%	7.8%
C[C@H](N)c1nnc(SCC(=O)c2ccc(Cl)cc2)o1	11.1%	-10.1	0.0%	15.6	-6.4%	-2.1%	3.3%	5.1%
CCC(C)[C@H](NC(=O)N1CC(=O)Nc2ccccc21)C(=O)N[C@H](Cc1c[nH]c2ccccc12)C(=O)O (stereo partly specified)	-2.4%	4.4	-2.2%	-15.5	4.5%	12.0%	5.5%	-5.2%
COc1ccc(CC(N)c2csc(NC(=O)Nc3cccc(C(F)(F)F)c3)n2)cc1 (stereo unspecified)	24.2%	26.4	0.7%	11.3	-11.0%	14.6%	-5.7%	-41.1%[inhibitor]
COc1ccc(N2CCN(C(c3cccs3)C(C)NC(=O)c3ccco3)CC2)cc1 (stereo unspecified)	26.0%	8.2	-6.7%	6.8	-4.7%	-2.0%	9.1%	-2.2%
COc1ccc(/C(O)=C2/C(=O)C(=O)N(c3ccccn3)C2c2cccc(Cl)c2)cc1 (stereo unspecified)	-10.3%	0.9	-10.4%	-5.1	-24.7%	-43.6%[inhibitor]	-5.1%	4.9%
Cc1cc(C)n(C(=O)CSc2nnc(SCC(=O)n3nc(C)cc3C)s2)n1	-3.2%	8.1	19.2%[57.1 µM]	1.1	22.6%	2.0%	-4.2%	3.7%
Cc1nc(-c2ccccn2)sc1C(=O)Nc1ccc(F)cc1	28.1%	-27.6	-10.9%	9.2	-15.0%	-13.5%	4.7%	-0.8%
COc1ccc(CCNc2c([N+](=O)[O-])ncn2C)cc1OC	-4.4%	-0.7	11.7%	-1.5	3.8%	4.8%	4.3%	-1.5%
COc1cc(OC)cc(C(=O)NCCN2CCOCC2)c1	-2.4%	-17.7	-20.3%	1.0	1.5%	-2.0%	6.7%	4.1%
O=C(NCCCN1CCCCC1)c1[nH]c2ccccc2c1Sc1ccc(Cl)cc1	20.1%	·	·	2.5	1.2%	0.4%	·	·
N=c1oc2cc(O)ccc2cc1C(=O)Nc1ccc(F)cc1	-7.9%	12.8	0.7%	1.3	-29.0%	-8.0%	4.3%	-9.3%
CNc1nccc(-c2ccc(Cl)cc2)c1C#N	17.0%	-24.3	-3.4%	-12.6	-11.4%	-13.7%[0.397 µM]	2.5%	-1.6%
COc1ccccc1OCC(=O)N1CCN(S(=O)(=O)c2ccc(Cl)cc2)CC1	6.9%	11.7	-1.5%	-1.8	4.9%	0.0%	1.2%	3.2%

# Quoted at random: 2 compounds from above
Molecule	FUS yeast rescue	D3 antag	EPAC2 antagonist	DRD3 agonist	Abeta yeast res	TDP-43 yeast inh	EPAC2 ag	aSyn yeast inh
COc1ccc(/C(O)=C2/C(=O)C(=O)N(c3ccccn3)C2c2cccc(Cl)c2)cc1 (stereo unspecified)	-10.3%	0.9	-10.4%	-5.1	-24.7%	-43.6%[inhibitor]	-5.1%	4.9%
Cc1nc(-c2ccccn2)sc1C(=O)Nc1ccc(F)cc1	28.1%	-27.6	-10.9%	9.2	-15.0%	-13.5%	4.7%	-0.8%

# (continued)
Molecule	FUS yeast rescue	D3 antag	EPAC2 antagonist	DRD3 agonist	Abeta yeast res	TDP-43 yeast inh	EPAC2 ag	aSyn yeast inh
Cc1ccc(C)c2[nH]c(=O)c(CN(CCN3CCOCC3)Cc3nnnn3CC3CCCO3)cc12 (stereo unspecified)	40.5%	-24.0	13.4%	-6.0	-11.4%	-31.0%[inhibitor]	-0.5%	1.3%
O=C(Cc1ncc(C(F)(F)F)cc1Cl)N1CCN(c2ccc(F)cc2)CC1	32.7%	-9.4	-1.5%	-11.1	-2.2%	18.0%	-0.1%	0.2%
O=C(Nc1ccc(F)cc1)Nc1csc2ccccc12	9.1%	-6.4	1.1%	0.7	-10.5%	0.0%	4.3%	2.2%
COCc1nnc(NC(=O)C2CCN(C(=O)c3ccco3)CC2)s1	-18.3%	10.5	8.1%	8.6	-1.3%	2.9%	-7.5%	0.7%
O=C(c1cccnc1)N1CCN(C(=O)c2cccs2)CC1	13.0%	4.1	3.9%	-8.8	-4.3%	-2.8%	4.0%	-5.2%
O=C(NCc1ccccn1)Nc1cc(Cl)cc(Cl)c1	2.0%	-3.0	0.3%	-8.3	3.5%	3.0%	5.4%	-4.9%
COc1ccc(Br)cc1CNc1ccc(O)cc1	?	-66.4*	-12.5%	-2.5	-6.8%	-21.0%	8.9%	-0.9%
O=C(O)CC(NC(=O)c1ccccc1NC(=O)c1ccccc1)C(=O)O (stereo unspecified)	4.9%	-14.3	1.6%	0.4	2.5%	-12.8%	0.7%	0.1%
CCC(c1nnc(SCC(=O)Nc2cc(Cl)ccc2C#N)n1C1CCCCC1)N(C)C (stereo unspecified)	-30.1%	-16.8	-5.6%	-1.3	-3.5%	14.2%	3.6%	5.6%
O=C(Cn1c(=O)oc2cc(S(=O)(=O)N3CCCC3)ccc21)N1CCN(c2ccccn2)CC1	-13.3%	-23.0	-11.1%	-7.2	-20.2%	-2.6%	4.4%	-0.9%
Cc1ccc(S(N)(=O)=O)cc1NC(=O)/C=C/c1ccc2c(c1)OCO2	9.9%	-17.8	-2.9%	-5.6	-16.5%	-18.8%	12.1%	-3.4%
CCOc1ccc(N2CC(C(=O)N3CC(C)OC(C)C3)CC2=O)cc1 (stereo unspecified)	3.1%	-5.6	-6.1%	6.8	-5.6%	-8.1%	7.9%	0.5%
COc1cccc(C(=O)NN=C2CCCC2)c1	2.8%	-25.3	1.4%	-0.9	1.6%	-12.3%	10.3%	-7.9%
CC(C)CCNC(=O)CNC(=S)N(Cc1ccccc1)Cc1cccnc1	21.0%	15.5	17.5%	-10.0	-12.3%	-7.6%	-3.7%	-0.9%
COCCCNC(=O)c1ccccc1SC	9.8%	8.9	-1.0%	18.0	-4.4%	-7.1%	1.3%	-7.6%
COc1cc2cc(C)c(SCC(=O)N3CCN(C(=O)c4ccco4)CC3)nc2cc1OC	32.3%	1.8	-11.7%	0.9	-3.1%	0.1%	15.2%	-0.2%
COc1ccc(-c2cc(C(F)(F)F)nc(SCC(=O)N3CCCCC3)n2)cc1	8.9%	·	·	-11.0	-14.8%	1.0%	·	·
CCOC(=O)C1(C)CCCN(C(=O)c2ccccc2OC(F)(F)F)C1 (stereo unspecified)	10.2%	-17.0	-4.1%	3.2	11.6%	9.3%	-4.4%	0.5%
CN(CC(=O)Nc1ccc(Cl)c(C(F)(F)F)c1)C(=O)c1cnccn1	22.2%	-3.2	-7.3%	-9.8	3.6%	-5.7%	2.1%	-0.4%
CC(C)c1ccc(NC(=O)C2Cc3c(-c4ccccc4Oc4ccccc4)ccnc3O2)cc1 (stereo unspecified)	40.8%	0.9	3.2%	0.7	-20.1%	-4.8%	8.2%	6.2%
Cc1cc(NC(=O)CSc2nc(-c3ccccc3)nc3c2c(=O)n(C)c(=O)n3C)no1	-9.0%	19.7	-9.3%	0.8	-2.6%	14.1%	-7.3%	4.9%
O=C(Nc1nnc(-c2ccncc2)o1)c1ccc(Br)s1	0.3%	9.1	1.3%	-1.3	-25.7%	19.6%	0.5%	-21.5%
O=C(OCc1ccccc1)C1=NNC2C(=O)N(c3ccc(Br)cc3)C(=O)C12 (stereo unspecified)	7.5%	-10.3	6.4%	-1.4	-7.4%	-10.6%	12.7%	12.5%
CCN(CC(=O)NCc1cccs1)C(=O)CCC(=O)c1ccc(F)cc1	13.8%	-6.8	-3.1%	-16.3	-6.6%	1.4%	6.1%	-2.6%
O=C(COC(=O)c1ccccc1O)NC(=O)NCc1ccccc1	11.3%	0.5	19.5%	2.3	-9.1%	-26.0%	5.9%	-1.1%
CCn1nnnc1SCC(=O)c1cc(OC)ccc1OC	13.1%	7.6	5.2%	11.4	-1.5%	-13.3%	-6.7%	-0.1%
Cn1c(/C(C#N)=C(\O)c2cc(Cl)sc2Cl)nc2ccccc21	0.4%	-7.8	4.4%	10.0	-4.5%	-10.3%	3.9%	-5.0%
CC(C)C(=O)Nc1ccc2nc(SCC(=O)N3CCCC3)sc2c1	-1.4%	·	·	12.1	-36.4%[inhibitor]	13.4%	·	·
O=C(Nc1ccc(S(=O)(=O)Nc2nccs2)cc1)c1ccc(S(=O)(=O)N2CCOCC2)cc1	4.0%	-0.3	-3.2%	0.6	14.5%	7.6%	1.6%	0.3%
CCN1CCN(S(=O)(=O)c2ccc(Cl)c(C(=O)NCCOc3ccc(C)cc3)c2)CC1	2.0%	-18.1	-13.7%	-7.6	10.1%	9.3%	7.2%	4.5%
O=C1C(=O)N(C/C=C/c2ccccc2)c2ccccc21	7.4%	-29.8	-16.1%	-5.2	15.1%	20.9%	3.3%	0.6%
CCN(CC)C(=O)C1CCCN(c2ccccc2[N+](=O)[O-])C1 (stereo unspecified)	-1.7%	5.5	-5.1%	4.3	5.9%	-7.1%[9.22 µM]	-0.7%	-4.0%
CCOC(=O)[C@H]1[C@H]2COc3ccccc3[C@@H]2N2C(=O)c3ccccc3NC(=O)[C@@]12C	0.4%	-20.4	5.5%	-31.6	2.7%	-4.1%	-0.4%	-0.8%
COc1ccc(OC)c(-n2nnnc2SCC(=O)Nc2nc(C)c(C)s2)c1	-1.4%	8.1	-3.4%	7.6	3.9%	-14.9%	-2.1%	-2.2%
O=C(NCc1nc2ccccc2[nH]1)C1CCCCC1	-18.2%	-16.5	26.1%	-4.4	-7.6%	-19.0%	2.4%	-13.2%
CC(C)CN1C(=O)c2ccc(NC(=O)C3CC3)cc2C1=O	-8.8%	1.9	10.1%	-10.5	-1.7%	-0.5%	0.7%	1.2%
Nc1c(Cl)ncnc1NCCO	-35.7%	6.0	-5.6%	-0.2	-2.6%	0.1%	4.3%	2.6%

# Screening data from PubChem BioAssay.
